From PubChem
EphA4 KYL inhibition – inhibitors of EphA4 binding to KYL peptide, primary screen, biochemical, colorimetric, mouse EphA4 (AID 689); EphA4-AP binding to KYL peptide, pNPP A405; higher % means a stronger effect; one-dose inhibition, % at 10 µM; IC50 in µM for titrated hits; hit rate 0.1% among 62,000; in the data active = a potency from the dose series; inactive = the rest, 99 in 100 with inhibition below about 22%
Starred values were filed as active, the others as inactive; & = joins results of further samples.

Structure | EphA4 KYL inhibition
O=C1CSC2(C(=O)N3CCCc4cccc2c43)N1c1cccc(C(F)(F)F)c1 (stereo not given) | -14%
Cn1c(SCC(=O)NCc2ccc(F)cc2)nc2ccccc21 | 0%
C=CCOc1ccc(C2/C(=C(\O)c3ccc(F)cc3)C(=O)C(=O)N2CCCN(C)C)cc1 (stereo not given) | -9%
O=C(O)c1c2c(nc3ccc(S(=O)(=O)N4CCC(C(=O)N5CCCCC5)CC4)cc13)CCCC2 | 0%
COc1ccc(C(=O)CSc2nnc(COc3ccc(Cl)cc3Cl)o2)cc1 | 10%
CCOc1ccc(S(=O)(=O)NCc2ccco2)c2ccccc12 | -3%
COc1ccc(OC)c(-c2cc(C(=O)Nc3cc(C)on3)no2)c1 | -10%
Cc1ccc(N(CC(=O)Nc2c(C)cccc2C)S(=O)(=O)c2ccc(F)cc2)cc1 | -1%
COc1ccc(N2C(=O)CC(Sc3ncn[nH]3)C2=O)c(OC)c1 (stereo not given) | -12%
CCOC(=O)C(NC(=O)Nc1cccc(C)n1)(OCC(F)(F)F)C(F)(F)F (stereo not given) | -9%
O=C(NNC(=O)C1CCCCC1)C(=O)NC1CCCCC1 | 7%
S=c1[nH]nc(-c2ccccc2)n1C1C=CCCC1 (stereo not given) | -5%
COC(=O)c1cc(=O)n(Cc2cccs2)c(=NCc2cccs2)s1 | -13%
O=C(OCc1ccc(Cl)cc1Cl)c1cccnc1Cl | -8%
O=c1cc2c(n[nH]1)CCCC2 | -12%
CCc1ccc(-n2c(O)c(C=NCCN(CC)CC)c(=O)[nH]c2=O)cc1 | -10%
Cc1cc(NC(=O)Cn2nnc3sc4c(c3c2=O)CCC(C(C)(C)C)C4)no1 (stereo not given) | 7%
CCCCCCC(C)n1cc(C(C)=O)c(=O)[nH]c1=O (stereo not given) | -15%
CCCCCCN1N=C(C)C(C(=O)c2ccc(Cl)cc2)C1=O (stereo not given) | -13%
O=C(Nn1c(C2CCC2)nc2ccccc2c1=O)C1CCC1 | 2%

The list continues:
Structure | EphA4 KYL inhibition
CCOc1ccc(C2NC(=O)c3ccccc3O2)cc1 (stereo not given) | -6%
Cc1cccc(NCN2C(=O)S/C(=C/c3ccccc3Cl)C2=O)c1 | 1%
CCCOc1ccc(/C=C2/C(=O)NC(=O)N2C(C)=O)cc1OC | 0%
CN(C(=O)Cc1ccccc1)c1ccccc1 | -12%
O=C(/C=C/c1ccccc1)c1ccc2c(c1)OCCCCO2 | -18%
CCn1c(SCC(=O)c2cc(OC)ccc2OC)nnc1C1CC1 | -5%
O=C(Nc1ccc(Cl)cc1)c1cnc(-c2ccccc2)nc1-c1ccccc1 | -2%
O=C(CCC(=O)N1CCCC1)Nc1nnc(C2CCCCC2)s1 | -8%
Cc1ccnc(N2CCCC(C(=O)Nc3cc(F)ccc3C)C2)n1 (stereo not given) | -16%
Cn1ncc([N+](=O)[O-])c1C(=O)N1CCOCC1 | -3%
O=C(Nc1ccccc1C(=O)N1CCCC1)C1CCN(c2ncccn2)CC1 | -17%
Cc1cc(C(F)(F)F)nc(SCC(=O)Nc2cc(C)on2)n1 | 3%
COC(=O)c1c(NC(C)=O)sc(Cc2ccccc2)c1C | -19%
Cc1ccccc1NC(=O)c1cnc(Nc2nc3ccccc3s2)nc1C | -17%
O=c1oc(-c2ccco2)nc2ccc(Cl)cc12 | 2%
COc1cccc(NS(=O)(=O)c2ccc(OC)c(OC)c2)c1 | -6%
Cc1ccccc1CSc1ncc(C#N)c(N)n1 | -3%
COC(=O)CSc1nc(N)c(C#N)c(-c2ccco2)c1C#N | -1%
Cc1cc(NC(=O)CSc2nnc(C3CC3)n2N)no1 | -11%
c1ccc2cc(-c3csnn3)ccc2c1 | 9%

Next section:
Structure | EphA4 KYL inhibition
O=C(CSc1nsc(SCC(=O)Nc2nc(-c3ccccc3)cs2)n1)Nc1nc(-c2ccccc2)cs1 | -8%
CC(=O)NC1(c2cccc(F)c2)CCN(C(=O)Nc2ccc(C#N)cc2)CC1 | -10%
COC(=O)c1ccc(NCC(=O)c2ccccc2)cc1 | -33%
COc1cc2[nH]c3c(N4CCC(C(N)=O)CC4)ncnc3c2cc1OC | -14%
N#C/C(C(=O)N1CCOCC1)=C1/SC(Cc2ccccc2)C(=O)N1c1ccccc1 (stereo not given) | -10%
O=C1C2(c3ccccc3)CN(CCO)CC1(c1ccccc1)CN(CCO)C2 | -24%
CN1C2C=C3C(C#N)=C(N)C(C#N)(C#N)[C@H](c4c(F)cccc4F)[C@H]3C1CC2 (stereo not given in full) | -10%
O=C1CSC(c2ccccc2F)N1c1cc(Cl)ccc1O (stereo not given) | -11%
N#Cc1ccc(C(=O)NCC(c2ccco2)N2CCCC2)cc1 (stereo not given) | -10%
CC(=O)Nc1ccc(S(=O)(=O)NCCSCc2ccc(Cl)cc2Cl)cc1 | -6%
O=C(Cc1ccccc1)NC(NC(=S)Nc1cc(Cl)ccc1Cl)C(Cl)(Cl)Cl (stereo not given) | -9%&-9%
CC1CCC(C(C)C)C(OC(=O)COC(=O)c2ccc(=O)[nH]c2)C1 (stereo not given) | -15%
COc1cccc(N2C(=O)C3CCCN3C2c2ccc(N(C)C)cc2)c1 (stereo not given) | -5%
Cn1c(=O)c2ncn(CC(=O)NC3CCCCCC3)c2n(C)c1=O | -12%
O=c1cc(N2CCC3(CC2)OCCO3)[nH]c(=O)n1-c1ccc(Cl)cc1 | -5%
O=[N+]([O-])/C(=C\Nc1ccccc1)S(=O)(=O)c1ccccc1 | -7%
O=[N+]([O-])c1ccc(Nc2nc(OCC(F)(F)C(F)F)nc(OCC(F)(F)C(F)F)n2)cc1 | -4%
O=C1NC(=S)NC(=O)C1=Cc1ccc(Oc2ccc([N+](=O)[O-])cn2)cc1 | -11%
Cc1ccc(N2CC(C(=O)Nc3ccccc3C)CC2=O)cc1 (stereo not given) | -19%
CCCn1c(=S)[nH]c2cc(C(=O)N3CCc4ccccc43)ccc2c1=O | -27%

Next part:
Structure | EphA4 KYL inhibition
CC1CCN(C(=O)CSc2nnc(-c3ccco3)o2)CC1 | -2%
Cc1cc(C)c(C#N)c(SCC(=O)N2CCN(Cc3ccccc3)CC2)n1 | -11%
Cc1cc(C(=O)CN2C(=O)NC(Cc3c[nH]c4ccccc34)C2=O)c(C)n1C (stereo not given) | 10%
O=C(NCc1ccc(Cl)cc1)c1cccc(Br)c1 | -6%
O=[N+]([O-])c1ccc(-c2ccc(/C=N/c3c(-c4ccco4)nc4ccccn34)o2)cc1 | 0%
O=C(/C=C/c1ccc(Cl)cc1)NCCN1CCOCC1 | 2%
CCN(CC)S(=O)(=O)c1cccc(-c2nnc(SCCOc3ccccc3)o2)c1 | 1%
O=C1OCC(c2ccccc2)=C1c1ccc(S(=O)(=O)N2CCOCC2)s1 | 19%
O=C(N[C@@H](Cc1ccccc1)C(=O)NC1CCCCCC1)c1ccco1 | -7%
CCOC(=O)/C(=C\c1ccc([N+](=O)[O-])o1)NC(=O)c1ccccc1 | -4%
Cc1ccccc1-n1c(=O)c2ccccc2n2c(=O)[nH]nc12 | -2%
COc1ccc(-c2cc(C(=O)NCCN3CCOCC3)c3ccccc3n2)cc1 | -19%
CCOC(=O)Nc1ccc(C(=O)NCC2CCCO2)cc1 (stereo not given) | -2%
CCOC(=O)C(=CNC(CO)C(=O)O)C(=O)OCC (stereo not given) | -2%
CCOC(=O)Cn1nc(C(F)(F)F)c(Cl)c1C | 1%
O=C(CCC(=O)OCC(F)(F)C(F)F)Nc1ccc(Cl)cc1Cl | -7%
CN=C(NOCc1ccccc1)c1nonc1N | -4%
N#Cc1ccc(NC(=O)c2ccccc2)cc1 | 8%
Cc1ccc(-c2csc(N/N=C/c3ccco3)n2)cc1 | -2%
COc1cccc(Cn2cnc3c(NS(=O)(=O)c4ccc(Cl)cc4Cl)c(C)c(C)cc32)c1 | -6%

More entries follow:
Structure | EphA4 KYL inhibition
CCN(CC)C(=O)C1CCCN(Cc2ccccc2F)C1 (stereo not given) | -14%
Cc1nc(N)nc(C)c1Cc1ccccc1 | -3%
Cc1ccc(N(CC(=O)N2CCN(C3CCCCC3)CC2)S(=O)(=O)c2cccnc2)cc1 | 2%
Oc1ccccc1C1Nc2cccc3cccc(c23)N1 | 2%
Cc1ccc2nc(NC(=S)NC(=O)c3cccs3)sc2c1 | -2%
CCCCN1C(=O)C2C(c3ccc(OC)cc3O)NC(CC(C)C)(C(=O)O)C2C1=O (stereo not given) | -4%
CN(c1nc2c(c(=O)n(C)c(=O)n2C)n1CC(=O)c1ccccc1)C1CCCCC1 | -12%
Cc1ccc(-c2c(C)sc(=NC(=O)c3ccco3)n2C)cc1 | -5%
O=[N+]([O-])c1cccc(/C(=N/N=C/c2ccccc2Br)C23CN4CN(CN(C4)C2)C3)c1 | -12%
CC(C(=O)NC1CCCC1)N(C(=O)CS(=O)CC(=O)Nc1ccc(F)cc1)c1ccc2c(c1)OCCO2 (stereo not given) | -6%
CCOC(=O)c1ccccc1NC(=O)COC(=O)c1ccc(C)c(S(=O)(=O)N2CCOCC2)c1 | 0%
O=C(CCSc1ccccc1)NCCSc1ccccn1 | -7%
COC(=O)c1ccccc1NC(=O)N1CSC[C@H]1C(=O)OC | 4%
CCOC(=O)c1cnc(SC)nc1Sc1ccc(Cl)cc1Cl | 8%
COc1ccc(S(=O)(=O)N2CCC(C(=O)Nc3cccc(Cl)c3)CC2)cc1OC | -11%
CCOc1ccc(/C=C2/Sc3ccccc3C2=O)cc1OCC | 0%
N#CCCn1cc(/C=N/O)c(-c2ccc(-c3ccccc3)cc2)n1 | -8%
COc1cccc(NC(=O)Cc2ccccc2)c1 | 2%
COCCCNC(=O)c1ccc(C(=O)NCCCOC)cc1 | -23%
COc1ccccc1-c1cc(C(=O)NCc2ccco2)no1 | 4%

4 records drawn at random from those above:
Structure | EphA4 KYL inhibition
CCc1ccc(-n2c(O)c(C=NCCN(CC)CC)c(=O)[nH]c2=O)cc1 | -10%
COc1cccc(NS(=O)(=O)c2ccc(OC)c(OC)c2)c1 | -6%
CCCCN1C(=O)C2C(c3ccc(OC)cc3O)NC(CC(C)C)(C(=O)O)C2C1=O (stereo not given) | -4%
COc1ccc(-c2cc(C(=O)NCCN3CCOCC3)c3ccccc3n2)cc1 | -19%

Next part:
Structure | EphA4 KYL inhibition
CS(=O)(=O)N(Cc1ccc(C(=O)NCc2ccco2)cc1)c1ccccc1 | -1%
O=c1oc(-c2cccs2)nc2sc3c(c12)CCCC3 | -19%
c1ccc(-c2nnc(SCc3cn4ccsc4n3)o2)cc1 | -26%
CCSc1c(C(=O)NC)ccc2c1C(=O)c1ccccc1C2=O | -11%
COc1ccccc1NC(=O)Cn1c(CN2CCCCC2)nc2ccccc2c1=O | -8%
C=C(C)CSc1nnc2n(N)c(=O)c3ccccc3n12 | 4%
CC(C)(C)c1ccc(C(=O)N2CCC(C(=O)NCCC3=CCCCC3)CC2)cc1 | -10%
Clc1ccc(CSC2=NCCCN2)cc1Cl | 7%
CC(C)Oc1ccc(C(CC(=O)O)NC(=O)CSc2ncn[nH]2)cc1 (stereo not given) | -13%
Cc1ccc(-c2noc(CN3CCOCC3)n2)cc1 | -11%
CC1CCCN(C(=O)C2c3ccccc3C(=O)N3CCc4ccccc4C23)C1 (stereo not given) | 17%
CCOC(=O)N1CCN(C(=O)c2cc(-c3ccc(OCC)cc3)nc3ccccc23)CC1 | -13%
COc1cccc(-c2cc(C(F)(F)F)nc(N3CCCCC3)n2)c1 | -4%
CCCOc1ccc(C(CC(=O)O)NC(=O)c2ccc3c(c2)OCO3)cc1 (stereo not given) | -8%
O=C(Nc1cccc(-n2cnnn2)c1)c1ccco1 | -3%
CCc1ccccc1S(=O)(=O)Cc1ccc(C(=O)N2CCN(c3ccccn3)CC2)o1 | 7%
Cc1ccc(CS(=O)(=O)Cc2ccc(C(=O)NCc3cccnc3)o2)cc1 | 1%
Cc1cc(O)ccc1-c1cnc2ccccc2n1 | -16%
C=CCN1C(=O)C2C(C(=O)NC)C3C=CC2(O3)C1C(=O)NCc1ccc(OC)cc1 (stereo not given) | -13%
O=c1c2cnn(-c3ccccc3Cl)c2ncn1Cc1cccnc1 | -4%

Some of these compounds in order of count of non-hydrogen atoms, high to low:
Structure | EphA4 KYL inhibition
COc1ccccc1NC(=O)Cn1c(CN2CCCCC2)nc2ccccc2c1=O | -8%
CC(C)(C)c1ccc(C(=O)N2CCC(C(=O)NCCC3=CCCCC3)CC2)cc1 | -10%
Cc1ccc(CS(=O)(=O)Cc2ccc(C(=O)NCc3cccnc3)o2)cc1 | 1%
C=C(C)CSc1nnc2n(N)c(=O)c3ccccc3n12 | 4%
O=C(Nc1cccc(-n2cnnn2)c1)c1ccco1 | -3%

More entries follow:
Structure | EphA4 KYL inhibition
N#Cc1c(NC(=O)c2ccc(-c3ccccc3[N+](=O)[O-])o2)sc2c1CCCC2 | 4%
Cc1nn(CC(=O)Nc2ccc(Cl)cc2Cl)c(C)c1[N+](=O)[O-] | 2%
Cc1ccc(N2C(=O)/C(=C/c3ccc(O)cc3)C(=O)NC2=S)cc1 | -8%
CNC(=O)OC12CC3CC(C)(CC(C)(C3)C1)C2 | 0%
COc1ccc2[nH]cc(C=O)c2c1 | 1%
N#Cc1c(C#N)c(-c2ccccc2)n(-c2ccc(C(=O)O)cc2)c1N | -12%
Cc1nc2ncnn2c(C)c1CCC(=O)NCc1ccc2c(c1)OCO2 | 4%
O=C(NNc1nc(-c2ccccc2)cs1)c1cccc(Br)c1 | 12%
Cc1ccc(/C=C2\C=C(c3ccc(Cl)cc3)OC2=O)o1 | 33%
CCc1ccc2nc3n[nH]c(N)c3cc2c1 | 0%
Cn1c(C(=O)NCCN2CCOCC2)cc2c(=O)n(C)c3ccccc3c21 | -4%
O=C(NC1CCCCC1)C1CCN(S(=O)(=O)c2cccs2)CC1 | -16%
O=C(Cc1cccc2ccccc12)NCC1CCCO1 (stereo not given) | 8%
COc1cccc2[nH]c3c(N4CCC(C)CC4)ncnc3c12 | -8%
COc1cccc(C2=NOC(C(=O)Nc3cc(OC)c(OC)c(OC)c3)C2)c1 (stereo not given) | -15%

Not all compounds are listed. The share of hits here may be higher or lower than overall.
